# LDHA inh: inhibitors of human lactate dehydrogenase A; P00338; activity change, % (values are at about 110 or 230 µM); purified LDHA, NADH/diaphorase-resazurin fluorescence; stronger effect = lower value; hit rate 0.15% among 480,000; in the data active = activity change below about -30%; inconclusive = mostly about -25% to -30%;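 also: plate controls were DMSO wells for no effect and wells without enzyme for full effect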
#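 Enzyme activity of human lactate dehydrogenase 5 (2 nM; 0.06 mM NADH, 0.2 mM pyruvate, 5 min, RT) is measured via a resazurin/diaphorase fluorescence readout of residual NADH.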
# Glioma ERSR ind: inducers of ER stress response in human glioma cells | U87-MG GRP78 promoter luciferase reporter, 16 h | Potency, µM, inactives show top-dose activation, most hits filed as activators | hit rate 0.02% among 420,000 | AID 602332; also: potency is read from the fitted curve at half-maximal effect; series mostly up to about 76 µM; % of control where 0% means no effect; nearly all actives have a fitted effect of over 35% in size
#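 Stably transfected U87-MG glioma cells carrying a GRP78-based luciferase sensor; 16 h compound incubation. Luminescence end-point read 10 min after Bright-Glo addition at room temperature.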
# Vif-A3F inh: inhibitors of Vif-A3F interaction; AID 602313; HeLa A3F-eYFP + Vif (tagged APOBEC3F with the HIV-1 protein that degrades it), YFP fluorescence increase; Potency, µM (series often up to 46.1 µM), for the others: at the top dose activity, negative = active; hit rate 0.2% among 390,000; also: potency is read from the fitted curve at half-maximal effect; % of control where 0% means no effect; nearly all actives have a fitted effect of over 65% in size
#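 Fluorescence increase (Ex 488/Em 500-530) after overnight compound treatment at 37 deg C flags inhibition of Vif-driven A3F-eYFP loss in stable HeLa A3F-eYFP/Vif cells seeded overnight beforehand.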
# RGS4 inh: blocks human RGS4-accelerated GTP hydrolysis | P49798 | Transcreener GDP fluorescence polarization, RGS4-accelerated GTP hydrolysis | Potency, µM (highest dose often 114 µM), without a hit: at the highest dose activity change, negative = inhibition, usual class: inhibitors | hit rate 0.039% among 390,000; also: potency is read from the fitted curve at half-maximal effect; % is scaled to controls: 0 for no effect and ±100 for the full control effect; nearly all actives have a fitted effect of over 75% in size; some results filed as inactive show a strong effect at the top dose
# Target sequence (P49798 whole entry, looked up): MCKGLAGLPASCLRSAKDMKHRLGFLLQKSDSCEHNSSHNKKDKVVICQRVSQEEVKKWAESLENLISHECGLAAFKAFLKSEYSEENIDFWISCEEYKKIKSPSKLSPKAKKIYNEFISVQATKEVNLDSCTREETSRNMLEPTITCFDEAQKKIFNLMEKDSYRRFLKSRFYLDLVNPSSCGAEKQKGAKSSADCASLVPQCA
#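 MLSMR compounds (23 nl, pin-transferred) preincubated 10 min at room temperature with a 500nM (2x) first reagent, then RGS4 at 900nM (2x) plus Transcreener GDP mix added; fluorescence polarization (620/688 nm) read before and after 90 min at 30 °C.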
# Vif-A3G inh: blocks the Vif interaction with human APOBEC3G; Potency, µM (series often up to 46.1 µM), for inactives: top-dose activity, negative = active, hits mostly inhibitors; AID 602310; HeLa A3G-eYFP + Vif (tagged APOBEC3G with the HIV-1 protein that degrades it), YFP fluorescence, overnight; hit rate 0.076% among 410,000;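 also: potency is read from the fitted curve at half-maximal effect; % is scaled to controls: 0 for no effect and ±100 for the full control effect; nearly all actives have a fitted effect of over 60% in size; hits raise eYFP signal because A3G escapes Vif-driven loss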
# Target sequence (Q9HC16 whole entry, looked up): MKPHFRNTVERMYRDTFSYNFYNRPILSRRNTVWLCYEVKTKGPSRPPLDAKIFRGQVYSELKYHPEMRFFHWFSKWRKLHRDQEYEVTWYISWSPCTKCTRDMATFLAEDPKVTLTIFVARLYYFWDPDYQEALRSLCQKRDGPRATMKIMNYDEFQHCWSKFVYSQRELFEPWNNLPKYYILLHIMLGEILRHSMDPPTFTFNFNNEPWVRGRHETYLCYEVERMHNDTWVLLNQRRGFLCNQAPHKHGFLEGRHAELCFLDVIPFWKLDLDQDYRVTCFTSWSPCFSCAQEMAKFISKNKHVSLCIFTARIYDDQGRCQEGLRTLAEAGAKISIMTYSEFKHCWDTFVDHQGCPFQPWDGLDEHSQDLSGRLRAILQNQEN
#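 HeLa cells stably expressing Vif and C-terminally eYFP-tagged A3G, seeded overnight at 37 deg C, then exposed to compound by pintool overnight at 37 deg C. Rise in yellow fluorescence (Ex 488/Em 500-530, Acumen) marks blocked Vif-driven A3G degradation.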
# D2 agonist: activates the human D2 dopamine receptor; P14416; HEK293 T-REx D2 cells, calcium flux agonist mode; activation, % at 2 µM; hit rate 0.53% among 340,000;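 active = activation over 3 SD above normal in the single-dose calcium agonist read, cut at about 30% in these data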; also: 0% is about no effect
# Target sequence (P14416 whole entry, looked up): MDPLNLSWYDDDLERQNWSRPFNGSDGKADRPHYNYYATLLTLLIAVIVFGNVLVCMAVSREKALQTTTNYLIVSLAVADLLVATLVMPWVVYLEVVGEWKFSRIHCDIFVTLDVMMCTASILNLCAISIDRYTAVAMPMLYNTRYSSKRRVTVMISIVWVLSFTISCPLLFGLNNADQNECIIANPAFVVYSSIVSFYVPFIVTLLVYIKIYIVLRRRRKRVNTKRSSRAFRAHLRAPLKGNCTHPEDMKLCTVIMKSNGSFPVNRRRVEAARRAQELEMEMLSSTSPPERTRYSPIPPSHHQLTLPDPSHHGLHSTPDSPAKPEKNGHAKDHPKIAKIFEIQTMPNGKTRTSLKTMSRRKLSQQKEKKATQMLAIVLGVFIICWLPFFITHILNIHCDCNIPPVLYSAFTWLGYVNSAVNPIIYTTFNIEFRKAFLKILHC
#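 Calcium-flux readout, 1 cycle/sec over 180 s following compound pin transfer, in inducible HEK293 Trex D2 cells (force-coupled); dopamine controls included. Positive calcium responses during this window marked compounds as potential agonists.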
# ERG Ets-DNA blk: inhibitors of human ERG Ets domain-DNA interaction; P11308; fluorescence polarization, His-ERG Ets domain / labelled DNA; Potency, µM (highest dose often 76.9 µM), without a hit: at the top dose FP activity, negative = inhibition, usual class: inhibitors; hit rate 0.028% among 370,000; active = well fitted inhibition curve with a large enough effect in the polarisation, with a control signal flat; inconclusive = small, poorly fitted or top-dose-only effect, or effect the other way, or a change in a side signal; inactive = no such curve, though single readings can be large or run the other way; the % refers to the polarisation;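 also: polarization taken with two DNA probes labelled with fluorescein and Texas red; potency is read from the fitted curve at half-maximal effect; % of control where 0% means no effect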
#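 His-tagged ERG Ets domain (1 uM in the protein solution; 300mM KCl, 50mM Tris-HCl, 1mM EDTA, 1mM DTT, pH 7.5) received compound, then a probe mix of 5 nM fluorescein-DNA and 100nM Texas-615-DNA. Fluorescence polarization was read for both dyes.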
# D2 antag: D2 dopamine receptor (human) antagonism. P14416. HEK293 TREx D2 cells, calcium flux, dopamine EC80. inhibition, % at 10 µM. hit rate 2% among 340,000. AID 485344; in the data active = inhibition above about 30%; also: 0% is about no effect
#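 In this primary screen, negative modulation is detected by tracking calcium flux after an EC80 dopamine challenge in inducible HEK293 T-REx D2 cells preexposed to test compound for 180 s.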
# 12-LOX inh: blocks human arachidonate 12S-lipoxygenase; P18054; purified 12hLO, xylenol orange hydroperoxide absorbance; Potency, µM (highest dose often 108 µM), without a hit: at the top dose activity change, negative = inhibition, usual class: inhibitors; hit rate 1.1% among 580,000; AID 1671190; also: potency is read from the fitted curve at half-maximal effect; % is scaled to controls: 0 for no effect and ±100 for the full control effect
#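 Hydroperoxide product was detected by ferrous iron/xylenol orange as the 573 to 405 nm absorbance ratio. Arachidonic acid at 40 uM (final) was turned over for 30 min at room temperature by 150 nM human 12hLO, pH 7.0 Hepes buffer, after 15 min compound preincubation.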
# The depositor's hits bear a star; ? = inconclusive; / = not tested or not shown; & = joins results of further samples; [ ] = remark or other dose. Unless noted, calls follow the shape of the dose curve; as a rule, active = well fitted curve in the direction sought with a large enough effect; inconclusive = small, poorly fitted or top-dose-only effect, or another doubt; inactive = no such curve, though single readings can be large; an effect the other way counts as inactive or inconclusive. Only part of the results is shown; the hit share may differ from the screen's.
Compound	Vif-A3F inh	Vif-A3G inh	D2 antag	ERG Ets-DNA blk	LDHA inh	Glioma ERSR ind	D2 agonist	12-LOX inh	RGS4 inh
CS(=O)(=O)NCCc1csc2nc(-c3ccccc3)nn12	4%	-2%	/	-1%	0	-2%	1.4	-23%	-17%
Cn1cc(S(=O)(=O)CC(=O)Nc2ccc3c(c2)OCO3)c2ccccc21	4%	-7%	22	11%	8	-7%	0.4	-20%	-3%
Cc1cnc(NC(=O)CN(C)S(=O)(=O)c2ccc(Cl)cc2)s1	-5%	0%	27	9%	-2&1	-3%	-1.0	?	7%
COc1cccc(N2CCN(C(=O)c3ccc(CS(=O)Cc4ccc(C)cc4)o3)CC2)c1 (configuration not stated)	-2%	-3%	-5	1%	-4	-4%	-0.6	-30%	13%
NC1=NC(=O)C(=Cc2ccccc2)S1	-6%	-1%	/	1%	0	-1%	/	7%	-34%
CCCCNC(=O)c1cc2cc(OC)ccc2[nH]1	6%	1%	0	-4%	1	3%	-0.5	1%	13%
Cc1cc(Nc2ccc(C)c(Cl)c2)nc(N2CCOCC2)n1	-15%	-2%	15	7%	0	1%	7.6	?	-1%
COc1ccc(N/N=C(\C#N)C(N)=O)cc1	3%	-1%	-17	4%	-4	5%	-0.9	-13%	7%
CCCCCOC(=O)CC(C(=O)OCCCCC)N1CCCCC1 (configuration not stated)	-3%	-1%	-4	13%	1	-2%	0.1	?	17%
COc1ccccc1OCCSc1nc2ccccc2n1CC(N)=O	10%	-1%	-16	3%	-1	-5%	0.6	-12%	13%
CCOc1cc(NC(=O)CC(C)C)c(OCC)cc1NC(=O)CCn1nnc2ccccc21	0%	-2%	3	-8%	1	-3%	-1.4	-9%	-8%
c1ccc(-c2nn3cnnc3c3ccccc23)cc1	-9%	0%	-8	-4%	-3	-2%	-0.9	378%[activator]	-19%
CC(C)(C)C(=O)OCc1nc(-c2ccc(F)cc2)cs1	10%	0%	-3	-3%	1	5%	-0.4	369%[activator]	-20%
C=CCN(C(=O)c1csnn1)C(C(=O)NC1CCCCC1)c1ccccc1F (configuration not stated)	2%	3%	/	-1%	0	-4%	/	23%	10%
COc1ccccc1CN(Cc1cccnc1)S(=O)(=O)c1ccc(-n2cnnn2)c(OC)c1	-24%	-7%	-7	0%	-7	-3%	1.4	7%	10%
N/C(=N\NC(=O)Nc1ccccc1)c1ccccn1	-14%	1%	-6	-14%	0	5%	0.2	0%	6%
CN1C(=O)c2[nH]nc(-c3ccc(F)cc3)c2C1c1cccc(O)c1 (configuration not stated)	5%	-4%	/	0%	-2	0%	2.4	-10%	3%
COc1ccc(NC(=O)/C(C#N)=C/c2ccc(OCc3cc(=O)n4nc(C)sc4n3)cc2)cc1	4%	4%	/	0%	-6	-3%	0.4	-6%	-39%
Cc1ccc(S(=O)(=O)N2CCOCC2)cc1NC(=O)CSc1ncccn1	-16%	-6%	9	0%	-3	-4%	2.1	3%	20%
CCCN(CC1CC1)S(=O)(=O)c1ccc(-n2cnnn2)c(OC)c1	-1%	0%	-4	6%	-10	-4%	0.5	21%	10%
CC(=O)c1ccc(NC(=O)CSc2nnc3ccc(-c4ccccn4)nn23)cc1	-1%	1%	/	-7%	-7	1%	/	7%	-3%
O=S1(=O)N=C2CCCN2C(c2ccc(F)cc2)N1 (configuration not stated)	9%	1%	-18	1%	0	-7%	-1.9	0%	-5%
COCCn1c(SCC(=O)N(C)c2c(N)n(Cc3ccccc3)c(=O)[nH]c2=O)nnc1-c1cccc(C)c1	-8%	0%	-21	6%	-10	-2%	-0.2	-6%	-2%
Cc1cccc(S(=O)(=O)N(C)C[C@H]2OCc3cn(nn3)CCCC(=O)N([C@@H](C)CO)C[C@@H]2C)c1	0%	0%	/	/	-2	-4%	/	?	/
CCOCCCNC(=O)c1ccc(N(C)S(=O)(=O)c2ccc(OC)cc2)cc1	4%	-1%	-12	-10%	-2	1%	-1.6	31%[activator]	-2%

Compound	Vif-A3F inh	Vif-A3G inh	D2 antag	ERG Ets-DNA blk	LDHA inh	Glioma ERSR ind	D2 agonist	12-LOX inh	RGS4 inh
COCCn1c(N)c(NCc2ccccc2)c(=O)n(CC(=O)Nc2cc(C)ccc2C)c1=O	-7%	2%	-14	-6%	-3	0%	-0.6	149%[activator]	21%
COc1ccc(CCNC(=O)c2ccccc2OCc2ccccc2)cc1	1%	-27%	8	3%	-7	-3%	0.5	0%	-3%
CCn1c(N2CCN(S(=O)(=O)c3ccccc3)CC2)nc2ccccc21	-1%	-3%	20	8%	-10	-2%	-1.0	17%	-10%
S=c1[nH]nc(-c2cc(-c3ccccc3)n[nH]2)n1/N=C/C=C/c1ccco1	1%	-4%	-16	0%	-2	0%	1.5	40µM*	?
COc1ccccc1CNC(=O)CCCn1c(=O)c2ccccc2n(Cc2ccccc2F)c1=O	0%	-13%	/	-2%	-15	-1%	2.6	26%	4%
COCC1CCCN(Cc2cn[nH]c2-c2cc3ccccc3o2)C1 (configuration not stated)	9%	0%	3	11%	-2	0%	0.1	-7%	-5%
CN(C1CCCCC1)S(=O)(=O)c1ccc(SCC(=O)C(C)(C)C)nc1	4%	-2%	/	-4%	-2	0%	/	40%[activator]	-4%
COCCNC(=S)Nc1ccc(N2CCCCC2)cc1	0%	3%	-1	-22%	-6	4%	-0.1	13%	?
CCNc1nc(NCC)nc(N/N=C/c2ccc(Br)cc2)n1	2%	0%	/	11%	-8	-6%	/	18%	10%
Cc1ccc(-n2nnnc2SCC(=O)c2c(N)n(C3CC3)c(=O)[nH]c2=O)c(C)c1	-12%	2%	-8	-2%	-1	-3%	0.6	-16%	-3%
CC1(C(=O)NS(=O)(=O)c2ccccc2Cl)CCN1C(=O)C1(c2ccc(Cl)cc2)CC1 (configuration not stated)	/	-1%	/	/	-3	3%	/	-16%	/
CCOC(=O)c1sc(/S(C)=N\S(=O)(=O)c2cccc(Cl)c2)c2c1CCC=C2 (configuration not stated)	-12%	-5%	0	-7%	9	-5%	-0.6	0%	-17%
NC(=O)N1c2ccccc2CC(=O)c2ccccc21	6%	-4%	-27	-4%	-5	-3%&11%	2.5	-14%	-12%
CC(C)(C)c1ccc(C(=O)CSc2n[nH]c(=O)[nH]c2=O)cc1	-3%	-1%	31*	-9%	-1	-4%	0.1	16%	7%
COC(=O)c1cc2sccc2n1CC(=O)Nc1cccc(SC)c1	-6%	0%	-12	/	-1	-2%	0.3	-28%	-12%
CCNC(=O)n1cc(-n2cncn2)c(-c2ccc(Cl)cc2)n1	0%	-5%	13	8%	-7	-1%	1.7	0%	7%
CN(C)CCNC(=O)C(=O)Nc1ccc2c(c1)N(S(=O)(=O)c1cccs1)CCC2	?	?	2	-1%	-9	-3%	-0.7	?	19%
COc1ccc(F)cc1C(=O)C1CCCN(Cc2cccn2-c2cccnc2)C1 (configuration not stated)	0%	-4%	74*	-8%	-5	-6%	1.0	7%	9%
O=C(Nc1nc2ccccc2s1)c1cnccn1	-4%	?	-1	/	8	-4%	0.7	17%	9%

# Reformatted with values under each structure: six of the compounds above
# The line under a structure holds: Vif-A3F inh | Vif-A3G inh | D2 antag | ERG Ets-DNA blk | LDHA inh | Glioma ERSR ind | D2 agonist | 12-LOX inh | RGS4 inh
COCCNC(=S)Nc1ccc(N2CCCCC2)cc1
  0% | 3% | -1 | -22% | -6 | 4% | -0.1 | 13% | ?
CN(C)CCNC(=O)C(=O)Nc1ccc2c(c1)N(S(=O)(=O)c1cccs1)CCC2
  ? | ? | 2 | -1% | -9 | -3% | -0.7 | ? | 19%
COCCn1c(N)c(NCc2ccccc2)c(=O)n(CC(=O)Nc2cc(C)ccc2C)c1=O
  -7% | 2% | -14 | -6% | -3 | 0% | -0.6 | 149%[activator] | 21%
CCn1c(N2CCN(S(=O)(=O)c3ccccc3)CC2)nc2ccccc21
  -1% | -3% | 20 | 8% | -10 | -2% | -1.0 | 17% | -10%
CC(C)(C)c1ccc(C(=O)CSc2n[nH]c(=O)[nH]c2=O)cc1
  -3% | -1% | 31* | -9% | -1 | -4% | 0.1 | 16% | 7%
COC(=O)c1cc2sccc2n1CC(=O)Nc1cccc(SC)c1
  -6% | 0% | -12 | / | -1 | -2% | 0.3 | -28% | -12%

# Four entries drawn at random from the list so far, as already listed:
Compound	Vif-A3F inh	Vif-A3G inh	D2 antag	ERG Ets-DNA blk	LDHA inh	Glioma ERSR ind	D2 agonist	12-LOX inh	RGS4 inh
COCC1CCCN(Cc2cn[nH]c2-c2cc3ccccc3o2)C1 (configuration not stated)	9%	0%	3	11%	-2	0%	0.1	-7%	-5%
S=c1[nH]nc(-c2cc(-c3ccccc3)n[nH]2)n1/N=C/C=C/c1ccco1	1%	-4%	-16	0%	-2	0%	1.5	40µM*	?
CCOC(=O)c1sc(/S(C)=N\S(=O)(=O)c2cccc(Cl)c2)c2c1CCC=C2 (configuration not stated)	-12%	-5%	0	-7%	9	-5%	-0.6	0%	-17%
CC(C)(C)c1ccc(C(=O)CSc2n[nH]c(=O)[nH]c2=O)cc1	-3%	-1%	31*	-9%	-1	-4%	0.1	16%	7%

# From PubChem BioAssay
